Bioassay records (PubChem)
ERK EGF block = qHTS Assay for Inhibitors of the ERK Signaling Pathway using a Homogeneous Screening Assay; Stimulation with EGF; 130,000 tested, 0.41% active; Potency, µM (series often up to 11.5 µM), for inactives: at the top dose activity change, negative = inhibition, most hits filed as inhibitors; HEK293-V1b, EGF-stimulated phospho-ERK AlphaScreen; active means well fitted inhibition curve with a large enough effect; inconclusive means small, poorly fitted or top-dose-only effect, or effect the other way;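 further: plate controls were stimulated vehicle wells for no effect and unstimulated vehicle basal for full effect; nearly all actives have a fitted effect of over 55% in size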
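EGF-stimulated (25 nM, 5 min) phospho-ERK in HEK293 cells stably expressing V1b, cells pretreated 30 min with compound at 37C. Homogeneous AlphaScreen read on lysates.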
Starred values were filed as active, the others as inactive; ? = inconclusive; & = joins results of further samples; [ ] = dose if it differs, or a comment. Potency means the concentration at half of the fitted maximal effect. Only part of the results is shown; the hit share may differ from the screen's.

COc1ccc(C(=O)NC(=S)NNC(=O)CNC(=O)C2CCCCC2)cc1
  ERK EGF block = 0%

c1ccc(C(c2ccccc2)N2CCC3(CCNCC3)CC2)cc1
  ERK EGF block = -6%

COc1ccc(OC)c(Nc2nc(N)nc(CCl)n2)c1
  ERK EGF block = 3%[57.5 µM]

S=C1Nc2ccccc2Sc2ccc(Cl)cc21
  ERK EGF block = -7%

CC(=O)O[C@@H]1C[C@H]2C(C)=C[C@H]3OC(=O)[C@@H](C)[C@H]3C[C@H]2[C@]1(C)O
  ERK EGF block = 10%[57.5 µM]

COc1ccc(Cl)cc1C(Nc1cccnc1)c1ccc2cccnc2c1O (configuration not stated)
  ERK EGF block = -5%[57.5 µM]

C/C(=N\NC(=O)Cn1nc(C)c([N+](=O)[O-])c1C)c1ccco1
  ERK EGF block = -5%[57.5 µM]

O=C(NCc1ccccc1)C1=C[C@H](C2CCCCC2)C[C@H](OCc2ccc(CO)cc2)O1
  ERK EGF block = -11%[57.5 µM]

CCOc1ccc(NC(=O)c2ccccc2NS(=O)(=O)c2ccc(F)cc2)c([N+](=O)[O-])c1
  ERK EGF block = 13%

O=C(NCCc1c[nH]c2ccccc12)C(=O)NCC(c1cccnc1)N1CCN(c2ccccc2)CC1 (configuration not stated)
  ERK EGF block = 4%

Cc1ccc(Sc2c(O)c3ccccc3n(C)c2=O)cc1
  ERK EGF block = -17%

Cc1nn(Cc2ccc(F)cc2)c(C)c1NC(=O)c1cccnc1Cl
  ERK EGF block = 4%

Nc1cccc2[nH]c(C(F)(F)F)nc12
  ERK EGF block = -5%

CCCCn1c(CCC)nc([N+](=O)[O-])c1Sc1ccc(Cl)cn1
  ERK EGF block = 1%

O=C(Nc1nc2ccc(Cl)cc2s1)[C@@H]1CCCN1C(=O)c1cccs1
  ERK EGF block = -2%

CC1CCCN(C(=O)CSc2nnc(-c3ccncc3)n2C)C1 (configuration not stated)
  ERK EGF block = -5%

Cn1c(SCC(=O)NC2CCCCC2)nnc1-c1ccc(N)cc1
  ERK EGF block = 6%

Cc1ccc(C(=O)Nc2ccnc(-c3cccnc3)n2)cc1
  ERK EGF block = -1%

CC(C)C(NS(=O)(=O)c1c(Cl)cccc1Cl)C(=O)OCC(=O)c1c[nH]c2ccccc12 (configuration not stated)
  ERK EGF block = 25µM*

N#Cc1cc(C(=O)c2cc(F)ccc2O)cn(-c2nccs2)c1=O
  ERK EGF block = -7%

COc1ccc(C2C(C(C)=O)=C(O)C(=O)N2c2nc3ccccc3s2)cc1OC (configuration not stated)
  ERK EGF block = -1%

Nn1cc(-c2ccccc2)nc1SCC(=O)NCC(F)(F)F
  ERK EGF block = 3%

CN(C)c1ccc(/C=N/NC(=O)c2ccnn2C)cc1
  ERK EGF block = 14%

CC(CC(=O)Nc1ccc(F)c([N+](=O)[O-])c1)c1ccccc1 (configuration not stated)
  ERK EGF block = -8%

O=C(O)c1ccc(N/N=C/c2ccc(-c3ccccc3Cl)o2)cc1
  ERK EGF block = -23%[57.5 µM]

O=C(CCC1CCCN(C(=O)C2=CCCCC2)C1)N1CCN(c2ccccn2)CC1 (configuration not stated)
  ERK EGF block = -12%[57.5 µM]

COc1ccccc1N1CCN(CCn2c(=O)[nH]c3c([nH]c4ccccc43)c2=O)CC1
  ERK EGF block = -4%

O=C(COc1ccc(C(=S)N2CCOCC2)cc1)Nc1ccccc1C(F)(F)F
  ERK EGF block = -10%

CCCc1nc2sc3c(=O)n(N)cnc3c2c2c1COC(C)(C)C2
  ERK EGF block = 0%

COCCCNC(=O)c1ccc([N+](=O)[O-])cc1
  ERK EGF block = 2%

O=C(Cn1nc(-c2cccc([N+](=O)[O-])c2)c2ccccc2c1=O)NCC1CCCO1 (configuration not stated)
  ERK EGF block = -2%

CS(=O)(=O)N1CCC(C(=O)Nc2ccc(Cl)c(Cl)c2)CC1
  ERK EGF block = 2%

O=C(CSc1nnc2ccc(-c3ccc(F)cc3)nn12)N1CCCC1
  ERK EGF block = 4%

COc1ccc2c(c1)N(S(=O)(=O)c1ccccc1)CCC2=O
  ERK EGF block = -1%

Cc1ccc(S(=O)(=O)NCCc2nnc3ccc(SCC(=O)Nc4nc5ccccc5s4)nn23)cc1
  ERK EGF block = -3%

CC(=O)N1c2ccccc2NC2=C(C(=O)CC(C)(C)C2)C1c1cccn1C (configuration not stated)
  ERK EGF block = -7%

CCCCNC(=S)N1CCN(C(c2ccccc2)c2ccccc2)CC1
  ERK EGF block = 0%

COc1ccc(CNC(=O)COC(=O)Cc2ccc(Cl)cc2Cl)cc1
  ERK EGF block = 8%

CC(C)(C)c1ccc(C(=O)NNc2cc(N3CCOCC3)nc(N3CCOCC3)n2)cc1
  ERK EGF block = -2%

Oc1ccccc1N1CCN(CC(O)COCc2ccccc2Cl)CC1 (configuration not stated)
  ERK EGF block = -10%

CCCC1Cc2c(sc(NC(=S)NC(=O)c3ccccc3)c2C#N)CO1 (configuration not stated)
  ERK EGF block = 7%

COc1ccccc1N(C)S(=O)(=O)c1ccc(C(=O)OCC(N)=O)cc1
  ERK EGF block = -5%

Cc1ccc(C(=O)Nc2nc(=O)[nH]s2)cc1
  ERK EGF block = 8%&1%

O=C(Cn1cc([N+](=O)[O-])cn1)NCCc1nc2ccccc2[nH]1
  ERK EGF block = -13%

O=C(CN1C(=O)CC(c2ccccc2)S(=O)(=O)c2ccccc21)NC1CCCC1 (configuration not stated)
  ERK EGF block = -14%

Cn1cccc1C(=O)N1CCC2(CC1)CCN(C(c1ccccc1)c1ccccc1)CC2
  ERK EGF block = 0%

Cc1nn2c(nc1=O)NNC2(C)C(C)(C)C (configuration not stated)
  ERK EGF block = -4%

Cc1nc2ccccc2c(=O)n1N(c1ccccc1)c1ccccc1
  ERK EGF block = -8%

Cc1nc(-c2cccc3ccccc23)ccc1C(=O)O
  ERK EGF block = 8%

Cc1ccc(S(=O)(=O)N2CCOCC2)cc1C(=O)Nc1cccc(S(=O)(=O)N2CCCC2)c1
  ERK EGF block = -2%

CCN(CC)S(=O)(=O)c1ccc(N2CCCCC2)c(NC(=O)/C=C/c2cc(OC)c(OC)c(OC)c2)c1
  ERK EGF block = 0%

CCN(CC)CCCNCC(=O)Nc1ccc(OC)c(Cl)c1
  ERK EGF block = 17%[57.5 µM]

COc1ccc2nc(NC(=O)c3sc4nc(C)cc(C)c4c3N)sc2c1
  ERK EGF block = -9%[57.5 µM]

Cc1ccc(C(=O)c2ccccc2C(=O)OCC(=O)NCC2CCCO2)cc1 (configuration not stated)
  ERK EGF block = 22%

COc1ccc(CC(NC(C)=O)C(=O)NC2CCN(c3nc(C)cc(C)c3C#N)CC2)cc1OC (configuration not stated)
  ERK EGF block = 8%

Cc1cccc(-n2c(O)c(C=NC3CCS(=O)(=O)C3)c3ccccc3c2=O)c1C (configuration not stated)
  ERK EGF block = -7%[57.5 µM]

O=C(Cn1cnc2ccccc21)N/N=C/C(Br)=C/c1ccccc1
  ERK EGF block = 3%

O=C(O)c1ccc(Cn2nnc3sc4c(c3c2=O)CCCC4)cc1
  ERK EGF block = -4%

C[N+]1(C)CCc2cc3c(cc2[C@@H]1[C@@H]1C(=O)Oc2c1ccc1c2OCO1)OCO3
  ERK EGF block = 7%&-1%

COc1ccc(/C=C/C(=O)Nc2cc(F)ccc2C)cc1S(=O)(=O)N1CCOCC1
  ERK EGF block = 0%

Structures listed so far that contain a tert-butyl group, in the order listed:
CC(C)(C)c1ccc(C(=O)NNc2cc(N3CCOCC3)nc(N3CCOCC3)n2)cc1
  ERK EGF block = -2%

Cc1nn2c(nc1=O)NNC2(C)C(C)(C)C (configuration not stated)
  ERK EGF block = -4%

21 neighbouring records from above, quoted:
CCCCNC(=S)N1CCN(C(c2ccccc2)c2ccccc2)CC1
  ERK EGF block = 0%

COc1ccc(CNC(=O)COC(=O)Cc2ccc(Cl)cc2Cl)cc1
  ERK EGF block = 8%

CC(C)(C)c1ccc(C(=O)NNc2cc(N3CCOCC3)nc(N3CCOCC3)n2)cc1
  ERK EGF block = -2%

Oc1ccccc1N1CCN(CC(O)COCc2ccccc2Cl)CC1 (configuration not stated)
  ERK EGF block = -10%

CCCC1Cc2c(sc(NC(=S)NC(=O)c3ccccc3)c2C#N)CO1 (configuration not stated)
  ERK EGF block = 7%

COc1ccccc1N(C)S(=O)(=O)c1ccc(C(=O)OCC(N)=O)cc1
  ERK EGF block = -5%

Cc1ccc(C(=O)Nc2nc(=O)[nH]s2)cc1
  ERK EGF block = 8%&1%

O=C(Cn1cc([N+](=O)[O-])cn1)NCCc1nc2ccccc2[nH]1
  ERK EGF block = -13%

O=C(CN1C(=O)CC(c2ccccc2)S(=O)(=O)c2ccccc21)NC1CCCC1 (configuration not stated)
  ERK EGF block = -14%

Cn1cccc1C(=O)N1CCC2(CC1)CCN(C(c1ccccc1)c1ccccc1)CC2
  ERK EGF block = 0%

Cc1nn2c(nc1=O)NNC2(C)C(C)(C)C (configuration not stated)
  ERK EGF block = -4%

Cc1nc2ccccc2c(=O)n1N(c1ccccc1)c1ccccc1
  ERK EGF block = -8%

Cc1nc(-c2cccc3ccccc23)ccc1C(=O)O
  ERK EGF block = 8%

Cc1ccc(S(=O)(=O)N2CCOCC2)cc1C(=O)Nc1cccc(S(=O)(=O)N2CCCC2)c1
  ERK EGF block = -2%

CCN(CC)S(=O)(=O)c1ccc(N2CCCCC2)c(NC(=O)/C=C/c2cc(OC)c(OC)c(OC)c2)c1
  ERK EGF block = 0%

CCN(CC)CCCNCC(=O)Nc1ccc(OC)c(Cl)c1
  ERK EGF block = 17%[57.5 µM]

COc1ccc2nc(NC(=O)c3sc4nc(C)cc(C)c4c3N)sc2c1
  ERK EGF block = -9%[57.5 µM]

Cc1ccc(C(=O)c2ccccc2C(=O)OCC(=O)NCC2CCCO2)cc1 (configuration not stated)
  ERK EGF block = 22%

COc1ccc(CC(NC(C)=O)C(=O)NC2CCN(c3nc(C)cc(C)c3C#N)CC2)cc1OC (configuration not stated)
  ERK EGF block = 8%

Cc1cccc(-n2c(O)c(C=NC3CCS(=O)(=O)C3)c3ccccc3c2=O)c1C (configuration not stated)
  ERK EGF block = -7%[57.5 µM]

O=C(Cn1cnc2ccccc21)N/N=C/C(Br)=C/c1ccccc1
  ERK EGF block = 3%

(listing goes on)
CC1=C(C)Cc2c(OC(=O)c3ccccc3)ccc(OC(=O)c3ccccc3)c2C1
  ERK EGF block = 10%[57.5 µM]

CCc1ccc2c(c1)C1(NN=C(c3ccc(C)cc3)S1)C(=O)N2 (configuration not stated)
  ERK EGF block = 2%

CC(=O)NCCC(=O)Nc1nc(-c2ccccc2Cl)cs1
  ERK EGF block = 3%

O=S(=O)(Nn1cnnc1)c1ccc(F)cc1
  ERK EGF block = -6%

C=CCNC(=O)COC(=O)c1ccccc1C(=O)N(C)C1CCCCC1
  ERK EGF block = 9%

COc1ccc(NC(C)=O)cc1C#N
  ERK EGF block = -10%

NC(=NCCc1ccccc1)NS(=O)(=O)c1ccc(F)cc1
  ERK EGF block = -3%

Cc1nn(-c2ccccc2)nc1C(=O)Nc1nnc(C(F)(F)F)s1
  ERK EGF block = 2%[57.5 µM]

CCC1=C2CC[C@H]3C(=O)NC(=O)[C@H]3[C@H]2[C@@]2(Cc3ccccc3)C(=NCc3ccccc3)OC(=O)N2C1=O
  ERK EGF block = 0%

O=C1/C(=C/c2ccncc2)Oc2cc(OS(=O)(=O)c3ccccc3)ccc21
  ERK EGF block = ?

O=C(NNc1ccc(-c2csnn2)cc1)c1cc(Cl)cc(Cl)c1
  ERK EGF block = -4%[57.5 µM]

Cc1cc(C)n(CCC(=O)N=Nc2c(O)[nH]c3ccccc23)n1
  ERK EGF block = -2%[57.5 µM]

CC(Sc1ccc(S(=O)(=O)N2CCOCC2)cc1[N+](=O)[O-])C(=O)O (configuration not stated)
  ERK EGF block = 0%

CC(C)(C#CC(O)(c1ccccc1)c1ccccc1)N1CCCC1
  ERK EGF block = -7%

CC(c1ccc(C(C)(C)C)cc1)S(=O)CC(O)CO (configuration not stated)
  ERK EGF block = 6%

C=CCn1c(N(C)C)nc2c1c(=O)[nH]c(=O)n2C
  ERK EGF block = -14%[57.5 µM]

COc1ccccc1-n1c(COc2ccccc2-c2ccccc2)nnc1SCC(=O)c1c(N)n(C)c(=O)n(C)c1=O
  ERK EGF block = 8%

Cc1cc(CNC(=O)[C@H]2C[C@@H]2[C@H](NP(=O)(c2ccccc2)c2ccccc2)c2ccccc2)nn1C
  ERK EGF block = 12%&3%
